Growth percent in the NCI-60 one-dose screen (48 h, 10 µM unless noted): 100 = growth as untreated, 0 = no growth, -100 = all killed.
SN12C: SN12C renal cancer cells | hit rate 3.8% among 81,000 | AID 1794767
786-0: 786-0 renal cancer cells. hit rate 5.1% among 81,000. AID 1794775
PC-3: PC-3 prostate cancer cells; hit rate 3.9% among 80,000; AID 1794754
A498: A498 renal cancer cells; hit rate 5.4% among 76,000; AID 1794774
CAKI-1: CAKI-1 renal cancer. hit rate 4.7% among 75,000. AID 1794772
ACHN: ACHN renal cancer; hit rate 4.9% among 81,000; AID 1794771
TK-10: TK-10 renal cancer cells; hit rate 3.9% among 81,000; AID 1794769
UO-31: UO-31 renal cancer; hit rate 5.2% among 81,000
RXF 393: RXF 393 renal cancer cells | hit rate 6.9% among 77,000 | AID 1794773
* hit, by the source's call; nt = not tested or not shown. How the source made its calls: active means growth percent below 10; inactive means the rest.

item | SMILES | TK-10 | SN12C | RXF 393 | UO-31 | A498 | PC-3 | CAKI-1 | 786-0 | ACHN
1 | Cc1ccc(Nc2nc(N)nc(N)c2N=O)cc1C | 96 | 91 | 97 | 88 | 81 | 82 | 97 | 94 | 91
2 | CN(C)c1ccc(/C=C/C(=O)c2ccc(-n3cc(CN4CCN(c5cc6c(cc5F)c(=O)c(C(=O)O)cn6C5CC5)CC4)nn3)cc2)cc1 | 85 | 8.8* | 45 | 63 | 61 | 57 | 37 | 33 | 88
3 | Cn1ncc2c(NC(C)(C)CC(C)(C)C)nc(NC(C)(C)CC(C)(C)C)nc21 | 116 | 93 | 111 | 99 | 101 | 81 | 96 | 106 | 94
4 | O=c1cc(-c2cccc(O)c2)oc2ccc3ccccc3c12 | 151 | 95 | 101 | 58 | 89 | 69 | nt | 112 | 92
5 | CC1=C(CCN2CCN(c3ccccc3)CC2)C(=O)N2N=C(c3ccc(Cl)cc3)OC2N1 (configuration not stated) | 122 | 92 | 107 | 74 | 121 | 109 | 82 | 105 | 98
6 | C[C@]12CCc3nc(-c4ccc(F)cc4)sc3C1=CC[C@@H]1[C@@H]2CC[C@]2(C)/C(=N\NC(=O)c3ccncc3)CC[C@@H]12 | 99 | 87 | nt | 78 | 89 | 81 | 84 | 96 | 94
7 | Cc1cc(=S)cc(C)o1 | 108 | 106 | 117 | 50 | nt | 103 | nt | 95 | 111
8 | COc1cc([N+](=O)[O-])ccc1NC(=O)N(C)Cc1ccccc1 | 87 | 103 | nt | 77 | 73 | 107 | 101 | nt | 101
9 | COc1cccc(C(=O)N(c2ccc(F)cc2F)C(C(=O)NC(C)(C)C)c2cc3c(C)cc(C)cc3nc2Cl)c1 (configuration not stated) | 81 | 75 | 76 | 50 | 88 | 29 | 62 | 87 | 75
10 | COc1ccccc1-n1cc(C#N)c(N)c1C(=O)c1ccc(Cl)cc1Cl | 56 | 35 | -8.3* | 42 | -0.7* | 19 | 34 | 53 | 48
11 | O=c1[nH]c(=S)[nH]c2nccnc12 | 112 | 101 | 127 | 81 | 134 | 91 | 103 | 107 | 105
12 | C[C@H]1[C@H]2C3=CC[C@@H]4[C@@]5(C)C/C(=C/c6ccco6)C(=O)C(C)(C)[C@@H]5CC[C@@]4(C)[C@]3(C)CC[C@@]2(C(=O)N2CCOCC2)CC[C@@H]1C | 100 | 74 | 62 | 49 | 94 | 39 | 43 | 95 | 54
13 | Cn1c(=O)c2c(nc(NC3=NS(=O)(=O)c4ccccc43)n2Cc2ccccc2)n(C)c1=O | 143 | 93 | 78 | 81 | 60 | 95 | 84 | 101 | 97
14 | O=C(O)c1ccccc1-c1nc2ccccc2s1 | 98 | 100 | 115 | 83 | 109 | 102 | 87 | 103 | 104
15 | O=C(NCCCNc1cc(-c2cn(-c3ccccc3)nc2-c2cccc(O)c2)ccn1)Nc1cccc(C(F)(F)F)c1 | 88 | 57 | -14* | 24 | 18 | 27 | 37 | -5.0* | 48
16 | CCN(CC)CC(=O)Nc1cc(Cl)ccc1C | 90 | 89 | 103 | 92 | 104 | 82 | nt | 103 | 106
17 | CCCCC(O)CCCC | 101 | 103 | 101 | 74 | 76 | 99 | 109 | 96 | 107
18 | N#CC1=C2NCCCCCNC3=C(C#N)N=C(Cc4ccccc4Cc4nc(C#N)c(o4)NCCCCCNC4=C(C#N)N=C(Cc5ccccc5CC(=N1)O2)O4)O3 | 94 | 91 | 82 | 58 | 87 | 79 | 64 | 88 | 95
19 | COc1cc2c(cc1OC)C(=O)C(CC1CCN(C(=O)Nc3ccc(Cl)cc3)CC1)C2 (configuration not stated) | 122 | 90 | 92 | 68 | 90 | 79 | 91 | 97 | 87
20 | Nc1ccc2ncc3c(=O)[nH][nH]c3c2c1 | 107 | 100 | 132 | 83 | 121 | 109 | 95 | 100 | 104
21 | Cc1ccc(NC(=O)c2ccc(CN3CCN(C)CC3)c(I)c2)cc1Oc1ccc(-c2[nH]nc3ncnc(N)c23)cc1 | 114 | 90 | 45 | 76 | 103 | 75 | 90 | -75* | 77
22 | OCCn1nnc2ccccc21 | nt | 101 | 109 | 96 | 75 | 98 | 99 | 106 | 100
23 | O=C(CCCCCCSc1nc(-c2ccc(Cl)cc2)cc(-c2ccc(Cl)cc2)n1)NO | 31 | 26 | 2.6* | 8.3* | 82 | 43 | 13 | 31 | 15
24 | OC(CN1CCOCC1)C(c1ccccc1)c1ccccc1 (configuration not stated) | 97 | 91 | 106 | 92 | 75 | 89 | 98 | 87 | 104
25 | COc1ccc(NC(=O)Nc2ccc(OCCCCCC(=O)Nc3ccc(C(=O)O)c(O)c3)cc2)cc1 | 87 | 88 | 89 | 68 | 85 | 82 | 67 | 75 | 38

8 of the compounds above, in transposed form:
1: Cc1ccc(Nc2nc(N)nc(N)c2N=O)cc1C
2: CN(C)c1ccc(/C=C/C(=O)c2ccc(-n3cc(CN4CCN(c5cc6c(cc5F)c(=O)c(C(=O)O)cn6C5CC5)CC4)nn3)cc2)cc1
3: Cn1ncc2c(NC(C)(C)CC(C)(C)C)nc(NC(C)(C)CC(C)(C)C)nc21
4: O=c1cc(-c2cccc(O)c2)oc2ccc3ccccc3c12
5: CC1=C(CCN2CCN(c3ccccc3)CC2)C(=O)N2N=C(c3ccc(Cl)cc3)OC2N1 (configuration not stated)
6: C[C@]12CCc3nc(-c4ccc(F)cc4)sc3C1=CC[C@@H]1[C@@H]2CC[C@]2(C)/C(=N\NC(=O)c3ccncc3)CC[C@@H]12
7: Cc1cc(=S)cc(C)o1
8: COc1cc([N+](=O)[O-])ccc1NC(=O)N(C)Cc1ccccc1
compound no.,1,2,3,4,5,6,7,8
TK-10,96,85,116,151,122,99,108,87
SN12C,91,8.8*,93,95,92,87,106,103
RXF 393,97,45,111,101,107,nt,117,nt
UO-31,88,63,99,58,74,78,50,77
A498,81,61,101,89,121,89,nt,73
PC-3,82,57,81,69,109,81,103,107
CAKI-1,97,37,96,nt,82,84,nt,101
786-0,94,33,106,112,105,96,95,nt
ACHN,91,88,94,92,98,94,111,101

(more compounds)
item | SMILES | TK-10 | SN12C | RXF 393 | UO-31 | A498 | PC-3 | CAKI-1 | 786-0 | ACHN
26 | O=C1[C@@H]2[C@H](c3nc4ccccc4c(=O)n31)[C@@H]1C=C[C@H]2C1 | 117 | 94 | nt | 62 | 96 | 89 | 81 | 103 | 98
27 | COc1ccc([C@H]2[C@H](C(=O)O)c3ccccc3C(=O)N2c2ccc(Oc3ccccc3)cc2)cc1 | 93 | 104 | 95 | 85 | nt | nt | 96 | 95 | 107
28 | O=C(CNc1nc(-c2ccccc2)cs1)Nc1ccc(Cl)cc1 | -94* | -97* | nt | -100* | -93* | -40* | -82* | -73* | -100*
29 | CC(C)N1CCN(S(=O)(=O)c2ccccc2)c2ccccc21 | 97 | 104 | 107 | 101 | nt | nt | 79 | 115 | 98
30 | O=C1NC(=O)C(=Cc2cn(CCCn3cc(C=C4C(=O)NC(=O)NC4=O)c4ccccc43)c3ccccc23)C(=O)N1 | 117 | 98 | 124 | 75 | nt | 91 | 93 | 99 | 95
31 | CCN(CC)c1ccc(/C=N\Nc2ccc([N+](=O)[O-])cn2)cc1 | 100 | 99 | 129 | 96 | 96 | 96 | 106 | 108 | 100
32 | O=C(O)c1cccc([N+](=O)[O-])c1/C=C/c1cccs1 | 112 | 102 | 98 | 79 | 102 | 100 | 95 | 99 | 97
33 | CC(C)c1nc2ccccc2n1CC(=O)N/N=C/c1ccc(N(C)C)cc1 | 113 | 115 | 103 | 90 | 99 | 87 | 95 | 98 | 113
34 | COc1cc(C2CC(c3cc(OC)c(OC)c(OC)c3)=NN2C(C)=O)ccc1Oc1ccnc2cc(Cl)ccc12 (configuration not stated) | 126 | 81 | 89 | 85 | 100 | 91 | 81 | 101 | 91
35 | Cc1cc(C)c(-c2cc(O)c(C)cc2O)c(C)c1 | 128 | 96 | 116 | 76 | 96 | 81 | 91 | 99 | 98
36 | O=C(CC12CC3CC(CC(C3)C1)C2)NCCOCCOCCNC(=O)c1cc2c(o1)C(=O)c1ccccc1C2=O | -27* | -96* | -92* | -60* | nt | 4.8* | -66* | -29* | -74*
37 | NC(N)=N/N=C/c1cccc(F)c1 | 93 | 107 | 103 | 95 | nt | 95 | nt | 100 | 108
38 | Cc1cc(C)[n+](C)c(C)n1 | 103 | 106 | 113 | 84 | 95 | 96 | 95 | 108 | 108
39 | COc1ccc(C2C(C(=O)Nc3ccc(F)cc3)=C(C)Nc3ncnn32)cc1 (configuration not stated) | 104 | 103 | 123 | 87 | 100 | 91 | 87 | 104 | 104
40 | COc1ccc(-c2cc(CCCCO)on2)cc1[N+](=O)[O-] | 107 | 99 | 115 | 86 | 96 | 99 | 88 | 100 | 96
41 | CN(CCC(=O)c1ccccc1)Cc1ccccc1 | 111 | 105 | 119 | 93 | 100 | 102 | nt | 114 | 103
42 | O=[N+]([O-])c1ccc(/C=C/c2nc3ccccc3n3c(=S)[nH]nc23)cc1 | 127 | 71 | 79 | 48 | 92 | 66 | 75 | 102 | 73
43 | O=S(=O)(NCCCNc1cc(-c2c(-c3cccc(O)c3)nc3sccn23)ccn1)c1cccc(F)c1 | 111 | 74 | 62 | 52 | 89 | 56 | 76 | 84 | 75
44 | COc1cc(-c2n/c(=C\c3c(O)[nH]c4ccc(Cl)cc34)cc3c2=Nc2ccccc2-3)ccc1F | 1.2* | 3.4* | -79* | -61* | 96 | -8.0* | 63 | -57* | -42*
45 | C[C@@H](Nc1c(C#N)cnc2ccc(-c3cnc(Cl)c(NS(C)(=O)=O)c3)cc12)c1ccccc1 | -18* | 9.5* | -40* | 4.1* | -50* | 5.7* | -18* | 4.3* | 8.1*
46 | C=C(C)[C@@H]1CC[C@]2(C(=O)O)CC[C@]3(C)[C@H](CC[C@@H]4[C@@]5(C)CCC(N)C(C)(C)[C@@H]5CC[C@]43C)[C@@H]12 (some centres not stated) | 48 | -7.8* | 81 | 63 | 78 | 67 | 49 | 0.4* | 8.7*
47 | O=C(CS(=O)(=O)c1ccccc1)c1cc2ccccc2oc1=O | 118 | 90 | 118 | 75 | nt | 97 | 87 | 107 | 100
48 | COc1ccc(C(=O)C(C)(CN(C)C)c2ccccc2)cc1 (configuration not stated) | 105 | 92 | 98 | 86 | 105 | 105 | 100 | 106 | 100
49 | Cc1cc(NC(=O)C2=C(O)c3ccccc3S(=O)(=O)N2C)no1 | 116 | 101 | 124 | 81 | 109 | 103 | 94 | 103 | 92
50 | O=C(CSc1nnc(-c2ccco2)o1)NNC(=O)c1ccc(Cl)cc1 | 114 | 92 | 58 | 37 | 122 | 109 | 102 | 100 | 103
51 | CC(O)C1CCC2C3CCC4CC(O)CCC4(C)C3C(=O)CC12C (configuration not stated) | 106 | 96 | 117 | 76 | 93 | 92 | 93 | 98 | 106
52 | Cc1nn(-c2ccccc2)c2ncnc(NCCc3ccccc3)c12 | 95 | 102 | 108 | 88 | 93 | 99 | 77 | 89 | 94
53 | S=C(N/N=C/c1ccc(Cl)cc1)N/N=C/c1ccc(Cl)cc1 | 124 | 104 | 111 | 90 | 109 | 102 | 91 | 102 | 109
54 | Cc1onc2c(-c3ccccc3)n[nH]c(=O)c12 | 79 | 101 | 122 | 106 | 90 | 90 | 74 | 95 | 107
55 | COc1ccccc1CNC(=O)c1nc(-c2cc(OC)c(OC)c(OC)c2)n(-c2ccc(OC)c(OC)c2)n1 | 94 | 92 | 96 | 48 | 39 | 85 | 68 | 85 | 98
56 | COc1cc(-c2nc3ccccc3[nH]2)ccc1OCC(=O)NN | 130 | 97 | 107 | 83 | 71 | 93 | 79 | 102 | 97
57 | COC(=O)[C@@H](NC(=O)[C@@H](OC)[C@@H]1Cc2cc3cc(OC4CC(OC5CC(O)C(O)C(C)O5)C(O)C(C)O4)c(C)c(O)c3c(O)c2C(=O)[C@H]1OC1CC(OC2CC(OC3CC(C)(O)C(O)C(C)O3)C(O)C(C)O2)C(O)C(C)O1)C(C)C (some centres not stated) | 22 | 13 | -68* | 7.4* | -83* | 19 | 20 | -21* | 0.3*
58 | Cc1cccc(NC(=O)Oc2ccc(C#N)cc2)c1 | 107 | 101 | nt | 94 | 82 | 96 | 98 | 102 | 106
59 | O=c1oc2cc(Br)ccc2cc1-c1nc2ccccc2[nH]1 | 133 | 95 | 106 | 77 | 98 | 85 | 95 | 97 | 97
60 | Nc1cc2c(cc1Cl)-c1ccccc1/C2=N\O | 107 | 97 | 99 | 57 | nt | 85 | 68 | 112 | 80
61 | O=C1C(=Nc2cccc(Cl)c2)CC(c2ccc(Cl)cc2)N1c1cccc(Cl)c1 (configuration not stated) | 96 | 92 | 114 | 96 | 95 | 94 | 103 | 100 | 101
62 | NS(=O)(=O)c1ccc(Cn2c(SCC(=O)N/N=C/c3ccc(O)cc3)nc3ccccc3c2=O)cc1 | 83 | 94 | 91 | 77 | nt | 94 | 87 | 98 | 100
63 | COc1ccc(CCNC(=O)/C=C\C(=O)O)cc1OC | 121 | 100 | 108 | 72 | 128 | 99 | 89 | 102 | 100
64 | O=C(O)CSCC(=O)Nc1cc(C(F)(F)F)cc(C(F)(F)F)c1 | 101 | 97 | 100 | 93 | 74 | 100 | 96 | 93 | nt
65 | COc1ccc(Cl)cc1-n1nnc(-c2nc3ccccc3[nH]2)c1N | 86 | 94 | 74 | 72 | 89 | 89 | 68 | 58 | 51
66 | CCCCSc1nc(Nc2ccc(C(C)=O)cc2)c(C#N)c(-c2ccc(OC)cc2)n1 | -3.1* | 28 | nt | 14 | 60 | 91 | 34 | -12* | 2.6*
67 | CC(=O)Nc1ccc(Oc2cccc(Nc3ccc(Cl)c(C(F)(F)F)c3)c2)cn1 | 101 | 67 | nt | 57 | 72 | 76 | 69 | 79 | 70

Screening results deposited in PubChem BioAssay by NCI.
